Compound activity (PubChem)
TCR CD3 inh = human TCR-CD3 binding inhibition; inhibition, % at 9.4 µM; TAMRA-labeled TCR probe fluorescence, biochemical; AID 651800; actives 0.37% (n = 360,000); in the data active = inhibition above about 19%;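 note: recombinant mutant TCR 2C K166C tagged with TAMRA read by polarization; 0% = receptor in buffer alone and 100% = receptor with positive control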
NPR2 activator = GC-B (human) receptor activation; actives 0.11% (n = 370,000); AID 1920062; HEK293-GC-B cells, CNP EC30, cGMP TR-FRET; 0% at EC30 CNP, 100% saturating CNP; P20594; activation, % at 10 µM;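 active = activation at 10 µM reaching about 35% in either raw or pattern-adjusted values, limit read from the data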
UHRF1 binding = UHRF1 methyl-DNA binding inhibition; UHRF1 binding to methylated oligo, TR-FRET; inhibition, % at 4.4 µM; actives 0.75% (n = 370,000); AID 687016; in the data active = inhibition above about 21%;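 note: UHRF1 SRA domain binding a hemimethylated CpG hairpin DNA probe; 0% = median of test compound wells and 100% = reference inhibitor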
Target sequence (Q96T88 whole entry, looked up, the tested form may be a part): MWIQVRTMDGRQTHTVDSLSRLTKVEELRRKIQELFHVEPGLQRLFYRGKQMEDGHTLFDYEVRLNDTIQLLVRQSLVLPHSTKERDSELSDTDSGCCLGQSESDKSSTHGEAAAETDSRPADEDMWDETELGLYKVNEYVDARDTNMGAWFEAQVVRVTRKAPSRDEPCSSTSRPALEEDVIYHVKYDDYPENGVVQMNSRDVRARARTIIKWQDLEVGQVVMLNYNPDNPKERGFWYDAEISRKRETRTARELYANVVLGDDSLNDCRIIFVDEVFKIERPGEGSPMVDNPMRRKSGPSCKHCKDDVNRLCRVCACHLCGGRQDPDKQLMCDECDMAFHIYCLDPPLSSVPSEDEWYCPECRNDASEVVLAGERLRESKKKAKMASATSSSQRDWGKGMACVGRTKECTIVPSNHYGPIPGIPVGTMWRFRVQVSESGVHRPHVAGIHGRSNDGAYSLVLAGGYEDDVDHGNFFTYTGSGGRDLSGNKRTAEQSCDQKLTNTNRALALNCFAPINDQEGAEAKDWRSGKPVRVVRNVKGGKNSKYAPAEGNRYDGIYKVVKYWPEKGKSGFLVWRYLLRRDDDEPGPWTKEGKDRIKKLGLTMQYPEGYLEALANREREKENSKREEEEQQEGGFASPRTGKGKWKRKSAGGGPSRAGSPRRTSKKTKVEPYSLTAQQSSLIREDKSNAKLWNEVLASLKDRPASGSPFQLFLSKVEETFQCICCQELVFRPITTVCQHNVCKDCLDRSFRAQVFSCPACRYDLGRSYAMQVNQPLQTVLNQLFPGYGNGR
GC-A act = GC-A (human) enzyme activation; HEK293 GC-A cells, cGMP TR-FRET, EC30 ANP; 0% at EC30 ANP, 100% saturating ANP; activation, % at 10 µM; actives 0.14% (n = 370,000); AID 1671463; in the data active = activation above about 40%
SIAE inh = human SIAE inhibition, primary screen. SIAE FP-Rh probe binding, fluorescence polarization. inhibition, % at 9.66 µM. actives 0.69% (n = 370,000);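 active = inhibition above a cutoff: mean of compounds within the control limits plus 3 SD of those, cut at about 17% in these data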;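 note: 0% = plate median of compound wells and 100% = probe without SIAE protein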
rCAG RNA binder = molecules binding r(CAG) RNA repeats; r(CAG) RNA repeat, TO-PRO-1 dye displacement fluorescence; inhibition, % at 3 µM; actives 1.3% (n = 370,000);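 active = inhibition above the plate cutoff, the mean of all test compounds on that plate plus 3 SD, cut at about 35% in these data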;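 note: 0% = DMSO alone and 100% = 100 µM mitoxantrone as full dye displacement; higher means more dye released from RNA so lower well fluorescence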
HTRA1 inhibitor = HTRA1 (human) protease inhibition. recombinant HTRA1, FP-rhodamine activity-based probe, fluorescence polarization. inhibition, % at 5.96 µM. actives 0.5% (n = 340,000); in the data active = inhibition above about 36%;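 note: 0% = enzyme with DMSO and 100% = wells lacking enzyme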
MBD2 DNA inh = MBD2-methylated oligo binding inhibition | Q9UBB5 | TR-FRET, MBD2 binding to methylated oligonucleotide | inhibition, % at 4.4 µM | actives 0.31% (n = 370,000) | AID 686964; in the data active = inhibition above about 13%
PRMT1 inh = blocks human protein arginine methyltransferase 1; Q99873; recombinant PRMT1, activity-based probe fluorescence polarization; inhibition, % at 2.79 µM; actives 1.3% (n = 370,000);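 active = inhibition above about 21% made by adding two undisclosed values, limit read from the data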
mABHD4 FP = inhibits mouse alpha/beta hydrolase domain 4. Q8VD66. purified mABHD4, FP-Rh probe fluorescence polarization. inhibition, % at 8.92 µM. actives 0.54% (n = 370,000). AID 720543;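 active = inhibition exceeding the mean over every tested compound plus 3 SD, cut at about 30% in these data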;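 note: 0% = plate median of compound wells and 100% = S159A mutant with DMSO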
Target sequence (Q8VD66 whole entry, looked up, the tested form may be a part): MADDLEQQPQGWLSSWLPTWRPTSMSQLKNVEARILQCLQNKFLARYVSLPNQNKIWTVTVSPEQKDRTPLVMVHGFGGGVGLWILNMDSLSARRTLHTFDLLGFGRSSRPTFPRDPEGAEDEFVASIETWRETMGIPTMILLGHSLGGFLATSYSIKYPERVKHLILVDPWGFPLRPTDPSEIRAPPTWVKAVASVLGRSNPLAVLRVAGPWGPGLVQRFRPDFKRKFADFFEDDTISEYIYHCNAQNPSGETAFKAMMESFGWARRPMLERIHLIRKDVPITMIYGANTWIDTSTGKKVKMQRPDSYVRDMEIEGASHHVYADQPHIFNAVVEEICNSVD
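Test system: mouse ABHD4 enzyme, wild type. Reagent: FP-Rh fluorescent activity-based probe, added after compound pre-incubation. Timing: pre-incubation 45 min, probe exposure 60 min, at 25 °C. Technique: FP readout, ex 525 nm / em 598 nm. Benchmarks: high control S159A mutant with DMSO, low control median of compound wells.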
* marks the source's active call; other numbers are inactive results; . = no result given.

SMILES | TCR CD3 inh | NPR2 activator | UHRF1 binding | GC-A act | SIAE inh | rCAG RNA binder | HTRA1 inhibitor | MBD2 DNA inh | PRMT1 inh | mABHD4 FP
COCc1cc(C)nc(NCCO)c1C#N | -1 | 8 | 2 | 2 | -1 | 1 | 2 | -6 | 0 | 7
CCOc1cccc(C2/C(=C(/O)c3ccc4c(c3)CC(C)O4)C(=O)C(=O)N2CCCn2ccnc2)c1 (stereo unspecified) | 0 | 2 | -4 | 7 | 1 | 5 | 2 | -1 | 2 | 4
O=C(COC(=O)c1cnc(Cl)c(Cl)c1)c1ccc(F)cc1 | 2 | -2 | -2 | 52* | 6 | -6 | 7 | 3 | -1 | 1
CC(=O)Nc1ccc(NC(=O)C2CCCN2C(=O)Nc2ccc(F)c([N+](=O)[O-])c2)cc1 (stereo unspecified) | -5 | -2 | 0 | 7 | 4 | 2 | 5 | 7 | 1 | 0
Cc1cccc(N2CCN(C(=O)c3[nH]c(C(F)(F)F)nc3-c3ccccc3)CC2)c1C | -1 | -6 | -1 | -7 | 12 | 19 | . | 2 | -4 | -10
CCN(C[C@H]1N[C@@](CC)(C(=O)OC)[C@H]2C(=O)N(Cc3ccccc3)C(=O)[C@@H]12)C(C)=O | 8 | -2 | 2 | 1 | -2 | -1 | -3 | -2 | 3 | 9
CN1CCC(=NNc2ccc(S(=O)(=O)N3CCOCC3)cc2[N+](=O)[O-])CC1 | 7 | 1 | 1 | 3 | 6 | 7 | 0 | -1 | 2 | 2
Cc1ccccc1Cn1nc(C)c(NC(=O)c2ccccc2)c1C | 3 | -3 | 1 | -1 | 0 | -4 | -2 | -4 | -3 | 1
CCN(CC)C(=O)Cn1cc(C(=O)C(=O)N2CC=C(c3ccccc3)CC2)c2ccccc21 | -7 | 2 | 5 | 4 | -1 | 3 | 0 | 0 | -2 | -7
CNS(=O)(=O)c1cn(CC(=O)N(C)Cc2ccccc2)cc1S(=O)(=O)NC | 4 | 4 | -2 | 4 | -1 | 0 | 1 | -10 | -4 | 7
COC(=O)C1=C(C)N(Cc2ccccc2C(F)(F)F)C(=NCc2cccc(C(F)(F)F)c2)NC1c1cccc(Cl)c1 (stereo unspecified) | -3 | -4 | 1 | -8 | -7 | 3 | . | -3 | -4 | 6
CCOc1ccc2[nH]c(=O)c(CN(CCCN3CCOCC3)Cc3nnnn3Cc3ccc(OC)cc3)cc2c1 | 1 | 0 | -2 | 1 | -1 | -7 | 0 | -3 | 0 | 3
COc1ccccc1OCC(=O)Nc1ccc(S(=O)(=O)Nc2cc(C)nc(C)n2)cc1 | 2 | 1 | 0 | 3 | 11 | 2 | 3 | 2 | 1 | 0
Oc1ccccc1C=NN1CCN(Cc2ccccc2)CC1 | . | 12 | -3 | 3 | 5 | -1 | . | 3 | -3 | -2
COC(=O)Cn1cc(C(=O)C(F)(F)F)c2ccccc21 | 4 | 1 | -3 | -1 | 12 | -2 | -1 | -3 | -2 | -1
CCN(CC)C(=O)c1cccc(-c2csc(C(O)c3ccc(F)c(F)c3)n2)c1 (stereo unspecified) | -1 | 8 | 0 | 4 | -2 | 4 | . | -2 | 0 | -2
CS(=O)(=O)c1ccc(C(=O)N(Cc2ccccc2)c2ccccc2)cc1 | -3 | 0 | 2 | -4 | -2 | -5 | 0 | 3 | 3 | 4
COC(=O)[C@]1(C)CCC[C@@]2(C)C3CC[C@]4(OC(C)=O)C[C@@]3(CCC21)CC4=NO (stereo partly specified) | 0 | 11 | 0 | -1 | -6 | -4 | -6 | -3 | 5 | -3
COc1ccc(OC)c(/C=N/N=C(\N)c2nonc2N)c1 | 5 | 4 | 6 | -6 | 7 | 0 | -13 | 0 | -1 | -2
CCC(C)[C@H](N)c1cn([C@@H](Cc2ccc(O)cc2)C(=O)N2CCNCC2)nn1 (stereo partly specified) | 0 | 7 | 9 | 0 | 8 | 2 | 2 | 4 | -2 | -5
CC(C)c1nnc2c(N(C)S(=O)(=O)c3ccccc3)nc3ccccc3n12 | 1 | -4 | 0 | -7 | 3 | 0 | 1 | -4 | -4 | 4
O=S1(=O)N[C@@H](Cc2ccccc2)COc2cccc(N3CCCCC3)c21 | 3 | 1 | 4 | 2 | -3 | 1 | . | -4 | 2 | -4
COc1ccc(-n2cc(-c3ccc(Cl)cc3)[nH]c2=S)cc1 | 1 | -1 | -1 | 3 | 9 | 4 | 4 | 3 | 1 | 9
Brc1ccccc1-c1nnc2sc(-c3ccc4c(c3)OCCO4)nn12 | -9 | -1 | 6 | -4 | -2 | 3 | -26 | 3 | -1 | -10
COc1ccccc1-c1ocnc1C(=O)N1CCN(S(=O)(=O)c2ccc(NC(C)=O)cc2)CC1 | 6 | 0 | 0 | 3 | -4 | 2 | 1 | 2 | 0 | -3
Cc1cc(C)c2c(n1)nn1c(NCCCN3CCOCC3)cc(C)nc21 | 2 | -1 | -2 | 5 | -9 | -4 | 5 | -5 | 0 | -3
CC(/C=N/NC(=O)c1nn(C)c(C)c1Br)=C\c1ccccc1 | -6 | -2 | 2 | 4 | -3 | -5 | -10 | 3 | 2 | 1
CCOC(=O)[C@]12CCC=C1N(Cc1ccccc1)C(=O)[C@H](CC(=O)NCc1cccc(C(F)(F)F)c1)C2 | 1 | 1 | -3 | -5 | 0 | -1 | . | 2 | -1 | -9
NC(=O)CC(NC(=O)c1cccc(Br)c1)c1ccc(N2CCC(N3CCCC3)CC2)c([N+](=O)[O-])c1 (stereo unspecified) | 3 | 6 | 0 | -2 | -3 | 6 | 2 | -3 | 4 | 0
Cc1nc(NS(=O)(=O)c2ccccc2)sc1C(C)(C)C | 5 | 6 | -3 | -1 | 4 | 3 | -4 | 1 | -1 | 2

Four compounds from above, showing only PRMT1 inh, NPR2 activator and GC-A act:
SMILES	PRMT1 inh	NPR2 activator	GC-A act
CCOC(=O)[C@]12CCC=C1N(Cc1ccccc1)C(=O)[C@H](CC(=O)NCc1cccc(C(F)(F)F)c1)C2	-1	1	-5
CCC(C)[C@H](N)c1cn([C@@H](Cc2ccc(O)cc2)C(=O)N2CCNCC2)nn1 (stereo partly specified)	-2	7	0
CS(=O)(=O)c1ccc(C(=O)N(Cc2ccccc2)c2ccccc2)cc1	3	0	-4
Cc1nc(NS(=O)(=O)c2ccccc2)sc1C(C)(C)C	-1	6	-1

The listing continues:
SMILES | TCR CD3 inh | NPR2 activator | UHRF1 binding | GC-A act | SIAE inh | rCAG RNA binder | HTRA1 inhibitor | MBD2 DNA inh | PRMT1 inh | mABHD4 FP
Cc1cc(C(=O)N/N=C/c2c(C)n(C)c3ccccc23)n[nH]1 | 6 | -6 | -5 | -5 | 0 | 6 | -5 | 0 | -2 | 0
CCC(CC)C(=O)N(C)c1c(C)nc2c(OCC(=O)C(C)(C)C)cccn12 | -3 | 4 | -3 | 3 | 11 | -3 | . | 0 | 2 | 6
C[C@@H]1CCN(C2CC2)S(=O)(=O)c2ccc(N3CC[C@@H](N(C)C)C3)cc2O1 | . | 2 | -2 | 1 | 2 | 5 | . | -6 | 1 | 0
O=C(C1COc2ccccc2O1)N1CCN(c2ccccc2O)CC1 (stereo unspecified) | 5 | 2 | -1 | 3 | 13 | 7 | 2 | -1 | -1 | 2
CC(=O)c1cc(-c2ccc(F)cc2)n(CCC(=O)Nc2cccnc2)c1C | 4 | -1 | 3 | 9 | 0 | -1 | -7 | 7 | 3 | -15
Cc1ccc2oc(C(=O)N3CCN(Cc4nccn4C)CC3)c(C)c2c1 | 3 | 1 | -2 | 1 | 0 | -7 | 3 | -5 | -2 | -3
COC(=O)c1cc(NC2c3ccccc3C(=O)N2c2cccnc2)cc(C(=O)OC)c1 (stereo unspecified) | 5 | -10 | -1 | 3 | -3 | 3 | 0 | 0 | 0 | -2
CCCn1c(SCC(=O)NCC(=O)Nc2ccc(F)c(F)c2F)nc2ccccc2c1=O | 4 | -3 | 0 | -2 | 4 | 0 | 4 | 0 | 3 | 1
CCOC(=O)CSc1nnc(NC(=O)c2ccc3c(c2)OCO3)s1 | 9 | -2 | -2 | -1 | 7 | -1 | -4 | -5 | -2 | -4
Cc1cc(C(=O)NCc2ccc(S(N)(=O)=O)cc2)ccc1[N+](=O)[O-] | 7 | 2 | 2 | -2 | -4 | 5 | 0 | -1 | -2 | -4
COC(=O)c1[nH]c2cccc(OC)c2c1NC(=O)CCN1CCN(c2cccc(Cl)c2)CC1 | 0 | -8 | 9 | -16 | 0 | 1 | . | -1 | -2 | 5
C=CCNCC#CCOc1ccc(OC)cc1 | -5 | 3 | -2 | -1 | 0 | -1 | -2 | 3 | -3 | 3
CCn1cnc2c1c(=O)n(CC(=O)Nc1ccc3c(c1)OC(F)(F)O3)c(=O)n2Cc1ccccc1 | -2 | 2 | 1 | 12 | -17 | 4 | -38 | 1 | -1 | -15
COC(=O)c1ccc(N2CCOCC2)c(NC(=O)c2ccc3c(c2)OCO3)c1 | 1 | 7 | -2 | 2 | -8 | -1 | 4 | 2 | -1 | 1
CC(C)(C)C1=C(C#N)C(c2ccc3c(c2)OCO3)C(C#N)=C(N)O1 (stereo unspecified) | -7 | -4 | -3 | -2 | 2 | 5 | -1 | 1 | 7 | -8
CCCOP(=O)(c1ccc(N(C)C)cc1)C(O)c1ccc(Cl)cc1Cl (stereo unspecified) | -4 | -13 | 2 | -30 | -4 | -10 | -6 | 4 | 0 | 7
CCCCNC(=O)c1ccc(CS(=O)(=O)c2ccc(OC)cc2)o1 | 6 | 0 | -1 | 0 | 10 | -2 | 1 | -7 | 0 | 1
CNc1nc2cccnc2s1 | -9 | 2 | -1 | 0 | 1 | -1 | 3 | 1 | 1 | 2
O=c1[nH]c(CN2CCN(S(=O)(=O)/C=C/c3ccccc3)CC2)nc2cc(Cl)ccc12 | 0 | -10 | -1 | -7 | -6 | 5 | -24 | -1 | -3 | -4
Cc1ccc2nsnc2c1S(=O)(=O)N1CCN(C(=O)C2CCCO2)CC1 (stereo unspecified) | 0 | 3 | 4 | 4 | -2 | 5 | 6 | -1 | -1 | -11
COc1ccc(N=Cc2sc(O)c3ccccc23)cc1 | 0 | -7 | -3 | -6 | 15 | -7 | 15 | -7 | -6 | 12
COC(C[C@H]1O[C@@H]1C(=O)[C@H](C)OCc1ccccc1)OC | 3 | 5 | -2 | 2 | -5 | 0 | 2 | -1 | 3 | 0
O=C(N/N=C/c1ccsc1)C1CC1 | -5 | -1 | 3 | -1 | 2 | 0 | -2 | 0 | 8 | 3
OC[C@@H]1CN(Cc2ccc3c(c2)OCO3)C[C@H](n2cnc3c(N4CCCC4)ncnc32)O1 | 2 | -7 | 5 | -8 | 2 | 2 | . | 8 | 5 | -6
O=C(CCC(=O)OCC(=O)c1ccc(Br)cc1)Nc1ccc(Br)c2cccnc12 | 2 | -1 | -2 | 1 | -8 | 0 | 6 | 2 | 0 | 5
CCCCOCCCNC(=O)C[C@@H]1C[C@@]2(C(=O)OCC)CCCC=C2N(Cc2ccc(Cl)cc2Cl)C1=O | -3 | 1 | -2 | -5 | 9 | 4 | . | -7 | 4 | 5
C#CCNc1cc(C)nc2ncnn12 | 3 | 0 | 0 | 3 | -2 | 1 | 1 | 2 | 0 | -3
CC(C)c1nnc(NC(=O)c2ccc(N3C(=O)CCC3=O)cc2)s1 | -1 | -5 | 2 | -1 | 0 | 2 | -7 | -4 | -2 | 3

Entries of single compounds, quoted from the list. Order of values: TCR CD3 inh, NPR2 activator, UHRF1 binding, GC-A act, SIAE inh, rCAG RNA binder, HTRA1 inhibitor, MBD2 DNA inh, PRMT1 inh, mABHD4 FP
Entry for `CNS(=O)(=O)c1cn(CC(=O)N(C)Cc2ccccc2)cc1S(=O)(=O)NC` : 4, 4, -2, 4, -1, 0, 1, -10, -4, 7
Entry for `C[C@@H]1CCN(C2CC2)S(=O)(=O)c2ccc(N3CC[C@@H](N(C)C)C3)cc2O1` : ., 2, -2, 1, 2, 5, ., -6, 1, 0

This is a subset; rates above refer to the full screens.
